# HEK293 NOD2/NF-kB = inhibition of NOD2-driven NF-kB reporter – cell-based, luminescence, uHTS, HEK293 (AID 1566). HEK293 NOD2/NF-kB luciferase reporter, luminescence; higher % means a stronger effect. one-dose inhibition, % at 4 µM; EC50 in µM for titrated hits. 290,000 tested, 0.63% active; note: many of its hits are not listed in these tables
# Myeloid diff MLP = promotes myeloid progenitor differentiation. ER-HoxA9 myeloid progenitors, lysozyme-GFP differentiation, flow cytometry. calls only at 10 µM. 360,000 tested, 1% active. AID 624256;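 active = normalized GFP-positive differentiation at or above the plate's own cutoff, the solvent-only control mean plus 3 SD; inconclusive = no clear call, values can overlap the other calls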;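 note: cells exposed to compound for four days before flow analysis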
# GPR55 LPI antagonism = inhibition of LPI-stimulated GPR55 beta-arrestin translocation – imaging, U2OS, beta-arrestin-GFP, LPI agonist, primary screen (AID 2013); U2OS GPR55 beta-arrestin-GFP translocation imaging, LPI antagonism; higher % means a stronger effect; one-dose inhibition, % at 10 µM; IC50 in µM for titrated hits; 290,000 tested, 0.13% active;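 active = spots per cell inhibited over 60%, with over 100 cells counted and total cytoplasm intensity under 500,000; inconclusive = wells with under 100 cells, flagged as likely toxic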;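 note: U2OS cells stably carrying GPR55 and arrestin-GFP stimulated by 5 µM LPI near EC80; imaged beta-arrestin-GFP aggregate spots per cell after agonist stimulation; plate controls were LPI-stimulated DMSO wells for no effect and DMSO wells without LPI for full effect; some results filed as inactive read as strong as hits; confirmed hits need IC50 under 10 µM and bright autofluorescent wells are also inconclusive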
# T cell HTS = T cell immune modulators affecting CD8 T cell-vesicle binding; 2C CD8+ T cell-vesicle binding, flow cytometry; active compounds read low; calls only at 7 µM; 330,000 tested, 0.068% active; AID 2052;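 active = response, share of CD8 T cells binding vesicles, and their 90th percentile fluorescence all below set limits, cut at about 80% in these data, passing the limit was not always enough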
#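 Material: 2C TCR transgenic mouse naive CD8+ T cells, MACS-purified. Also added: QL9-charged Drosophila Ld/ICAM-1/B7-1 vesicles. Timing: binding 1.5 h at 37 °C. Measured by: high-throughput flow cytometry with anti-B7-1 and anti-CD8 staining. Read-out: percent CD8+ FL2 mean versus row control. Controls: Unloaded micro-vesicles (low), QL9 vesicles with 0.7% DMSO (high).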
# GPR55 activation = selective activators of receptor GPR55 – imaging, U2OS cells, beta-arrestin-GFP redistribution, primary screen (AID 1961). 290,000 tested, 0.048% active. activation, % at 10 µM, or EC50 in µM where a hit was titrated. U2OS GPR55 beta-arrestin-GFP redistribution imaging; higher % means a stronger effect;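 active = activation above 40% with more than 50 cells counted in the well; inconclusive = wells holding fewer than 50 cells, flagged as toxic or sparse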;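 note: U2OS osteosarcoma cells stably expressing GPR55 and beta-arrestin-GFP; plate controls were DMSO negative control for no effect and LPI positive control for full effect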
# NOD1 NF-kB reporter = inhibition of NOD1-driven NF-kB reporter – cell-based, luminescence, uHTS, primary screen (AID 1578); inhibition, % at 4 µM; hits with a dose series show EC50 in µM; 290,000 tested, 1% active; NOD1-driven NF-kB luciferase reporter cells, luminescence; higher % means a stronger effect; in the data active = inhibition mostly above about 36%, no sharp cut-off; inactive = mostly below about 34%;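 note: HEK-293T reporter cells stimulated with the NOD1 agonist gamma-tri-DAP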
# KOR beta-arrestin-1 = kappa opioid receptor activators – cell-based, luminescence, uHTS, primary screen (AID 1777). KOR beta-arrestin recruitment, luminescence; higher % means a stronger effect. activation, % at 10 µM, or EC50 in µM where a hit was titrated. 280,000 tested, 0.02% active; in the data active = activation above about 50%, passing the limit was not always enough; note: a part of the inactive calls stands beside numbers as strong as those of hits
# NTR1 ag = NTR1-driven beta-arrestin-GFP spot formation – imaging, U2OS cells, high content, primary screen (AID 493036) | P30989 | agonist mode | activation, % at 20 µM | 330,000 tested, 0.17% active;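 active = activation at or above 40% of the spot to cytoplasm intensity ratio, with at least 20 cells analyzed; inconclusive = wells under 20 cells, flagged as cytotoxic or low count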;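 note: 0% = DMSO without peptide and 100% = 100 nM NTR1 peptide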
# Target sequence (P30989 whole entry, looked up): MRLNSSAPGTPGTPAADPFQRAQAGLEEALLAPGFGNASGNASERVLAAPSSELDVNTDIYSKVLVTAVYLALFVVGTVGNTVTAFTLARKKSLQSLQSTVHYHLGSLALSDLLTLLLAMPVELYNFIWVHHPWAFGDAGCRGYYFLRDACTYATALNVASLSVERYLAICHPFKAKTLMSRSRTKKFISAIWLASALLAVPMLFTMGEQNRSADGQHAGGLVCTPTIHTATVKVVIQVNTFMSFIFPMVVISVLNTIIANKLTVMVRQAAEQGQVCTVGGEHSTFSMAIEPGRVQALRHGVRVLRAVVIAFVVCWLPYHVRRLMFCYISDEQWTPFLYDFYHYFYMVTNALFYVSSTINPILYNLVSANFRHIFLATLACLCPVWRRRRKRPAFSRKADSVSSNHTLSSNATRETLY
# KOR beta-arrestin-2 = kappa opioid receptor blockers – cell-based, luminescence, uHTS (AID 1778); KOR beta-arrestin recruitment, luminescence, antagonist mode; higher % means a stronger effect; 290,000 tested, 0.091% active; one-dose inhibition, % at 10 µM; IC50 in µM for titrated hits; note: strong numbers were not always called active
# T cell HTS vesicle-bound % = second read-out of T cell HTS, no call of its own (marks repeat the call); double positive events, %; measured here: CD8+ vesicle-bound cell fraction;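 binding gate set so that unloaded-vesicle control wells show 10% double positive cells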
# NTR1 ag cell count 20 µM = also measured in NTR1 ag; calls as there; cell count; measured here: cell count, cytotoxicity flag
# Myeloid diff MLP GFP+ MAC1+ % = second read-out of Myeloid diff MLP, no call of its own (marks repeat the call); GFP+ MAC1+ double positive, %; measured here: differentiation confirmed by MAC1 staining
# * hit, by the source's call; i = inactive; u = inconclusive; x = not tested or not shown; [ ] = remark or other dose. Cut-off read from the data, not from the text of the source, unless noted: active = inhibition above about 50%; inactive = the rest. This is a subset; count on the stated rates, not on these rows.
SMILES,HEK293 NOD2/NF-kB,Myeloid diff MLP,Myeloid diff MLP GFP+ MAC1+ %,GPR55 LPI antagonism,T cell HTS,T cell HTS vesicle-bound %,GPR55 activation,NOD1 NF-kB reporter,KOR beta-arrestin-1,NTR1 ag,NTR1 ag cell count 20 µM,KOR beta-arrestin-2
CC(=O)Nc1cc(C(=O)N2CCCC2)ccc1Sc1ccc(C)cc1,23%,i,6.5,12%,i,33,-0.1%,10%,0.3%,0.7,56,-20%
COc1ccc(CCn2c(=N)c(C(=O)NCC3CCCO3)cc3c(=O)n4ccccc4nc32)cc1OC (configuration not stated),13%,i,1.8,-5%,i,57,-0.2%,-6%,0.2%,-0.4,56,-6%
CC1(C)CN(c2ccc(N3CC(C)(C)C3=O)cc2)C1=O,-12%,i,0.2,10%,i,37,1.2%,-49%,6.0%,1.0,37,-34%
Cc1ccc(N=C2NC(=O)/C(=C/c3cccs3)S2)cc1C,-28%,i,0.9,4%,i,56,0.1%,9%,1.5%,4.7,66,-40%
N#C/C(=C\c1ccc(-c2ccccc2)cc1)c1nc(-c2ccco2)cs1,13%,i,0.3,5%,i,12,-0.2%,-32%,1.0%,1.9,54,-11%
O=C(NCCn1cccn1)C1CCC(=O)N(CC2CCCCC2)C1 (configuration not stated),5%,i,0.6,16%,i,72,-0.1%,-29%,-4.5%,1.3,58,23%
COc1cc(C(=O)NC(CCSC)C(=O)OCc2cc([N+](=O)[O-])cc3c2OCOC3)cc(OC)c1OC (configuration not stated),6%,i,0.8,5%,i,3,0.2%,-22%,-9.0%,2.2,49,16%
Cc1cc([N+](=O)[O-])ccc1NCc1ccc2ccccc2c1,-19%,i,1.7,8%,i,72,0.2%,1%,17%,2.4,53,-18%
COc1cc(/C=N/NC(N)=S)ccc1OCC(=O)Nc1ccc(C)cc1,4%,i,0.8,7%,i,45,0.3%,-5%,18%,1.0,61,-19%
Clc1ccc(-c2nnc(C34CC5CC(CC(C5)C3)C4)o2)cn1,11%,i,0.2,6%,i,59,-0.1%,-15%,5.8%,-0.3,35,-20%
CC[N+](C)(C)c1cccc(O)c1,-10%,i,1.3,6%,i,13,-0.2%,-26%,-1.3%,3.4,66,13%
CC(Cc1cccs1)NC(=O)Nc1ccc(Cl)cc1 (configuration not stated),-41%,i,0.4,-1%,i,44,0.3%,-10%,-0.2%,-1.2,49,-11%
COc1cc(C)c2occ(/C(C)=N\O)c2c1,2%,i,2.3,5%,i,15,-0.2%,8%,-3.0%,0.0,83,-22%
CC1CCN(C(=O)c2ccc(NC(=O)c3cccs3)cc2)CC1,-3%,i,0.5,2%,i,30,0.3%,-32%,-0.4%,-0.2,56,-27%
COCCCNS(=O)(=O)c1ccc(OC)c(Cl)c1Cl,-2%,i,0.7,0%,i,30,-0.2%,-23%,-2.1%,0.4,58,13%
COc1ccc(/C=C(/NC(=O)c2ccccc2)C(=O)N2CCC(C)CC2)cc1,9%,i,1.1,7%,i,22,-0.1%,-39%,-1.5%,2.0,48,22%
Cc1cc(C)cc(NC(=O)c2ccc(NC3=NC4CS(=O)(=O)CC4S3)cc2)c1 (configuration not stated),8%,i,1.4,2%,i,27,0.6%,-8%,-4.8%,0.9,82,-12%[20 µM]
CCOc1ccc(CCNC(=O)CS(=O)(=O)Cc2nc(-c3ccc(OC)cc3)oc2C)cc1,12%,i,2.0,-2%,i,8,-0.1%,-3%,7.2%,1.6,55,-34%
CCNC(=S)N1CCN(S(=O)(=O)c2cccc(C(F)(F)F)c2)CC1,14%,i,0.1,3%,i,33,0.7%,-17%,2.7%,-1.1,34,-6%
Cc1ccc(-c2nc3cccnc3s2)cc1NS(C)(=O)=O,-66%,i,2.4,12%,i,22,0.3%,-7%,-2.1%,2.1,105,-4%
Cc1sc2nc(CN3CCCC3)nc(Cl)c2c1C,8%,i,0.8,14%,i,40,0.1%,-32%,4.3%,1.0,68,-9%
COc1ccc(OCc2cc(C(=O)N(C)Cc3cc(C)no3)no2)c(Cl)c1,-39%,i,0.4,26%,i,18,-0.2%,-81%,-1.6%,0.2,47,8%
Fc1cccc(NC(=S)NCc2ccccc2Cl)c1,12%,i,0.2,0%,i,16,-0.1%,8%,4.8%,1.1,50,-4%
CCNC(=O)NC(=O)C(C)OC(=O)c1cc(S(=O)(=O)N2CCCCCC2)ccc1OC (configuration not stated),-10%,i,0.6,1%,i,52,0.0%,-34%,6.2%,-1.7,57,-32%
Cc1nn(CC#N)c(=O)n1-c1ccc(C(C)C)cc1,13%,i,0.7,2%,i,29,-0.2%,-42%,1.0%,0.8,55,-1%
Cc1ccc(S(=O)(=O)N/N=C\c2ccc(Cl)c([N+](=O)[O-])c2)cc1,12%,i,5.5,6%,i,35,0.9%,-2%,-1.7%,0.5,50,-24%
Cc1cc(Cl)c(OCCCn2cncn2)c(Br)c1,22%,i,0.5,2%,i,9,0.1%,-12%,0.3%,-2.6,76,37%
CSc1nnc(NC(=O)c2ccc(S(=O)(=O)N3CCOCC3)cc2)s1,-7%,i,0.5,6%,i,68,-0.2%,-46%,-0.7%,0.9,62,13%
COc1ccc(C(=O)NCC(=O)N/N=C/c2cccnc2)cc1OC,-5%,i,0.4,-10%,i,4,-0.2%,-24%,0.7%,0.2,47,-33%
O=C(NC(=S)Nc1ccc2c(c1)OCCO2)c1ccc(F)cc1Cl,-24%,i,0.3,2%,i,47,-0.1%,-15%,-5.2%,-1.0,69,6%
CCN(CC(=O)NCc1ccc(F)cc1)C(=O)Cc1c(F)cccc1Cl,19%,i,1.4,0%,i,20,-0.2%,-2%,-4.7%,-0.2,45,-15%
O=C(CSc1ccccc1)Nc1cccc(NC(=O)c2ccco2)c1,5%,i,7.8,9%,i,66,-0.1%,1%,13%,-0.8,47,-15%
Cc1ccc(C(=O)Oc2coc(CSc3nnc(NC(=O)c4cccs4)s3)cc2=O)cc1C,18%,i,0.5,3%,i,46,-0.2%,0%,-0.4%,0.9,43,-52%
Cc1ccc(N2C(=O)CC(Cc3cccc(C)c3)C2=O)cc1 (configuration not stated),14%,i,0.1,4%,i,57,0.3%,-4%,-0.6%,0.3,24,12%[20 µM]
CCCCn1nnnc1SCC(=O)NNC(=O)C1CCCCC1,8%,i,1.1,2%,i,18,-0.1%,-29%,-0.5%,1.1,43,-9%
Cc1cc(NC(=O)c2cnn3c(C(F)F)cc(C4CC4)nc23)no1,-10%,i,0.0,-8%,i,45,-0.1%,-2%,0.9%,4.5,55,-6%
O=C(NCC1CCN(Cc2ccccc2F)CC1)Nc1ccccc1F,-13%,i,0.1,5%,i,34,0.8%,2%,-2.0%,-0.1,52,14%
CCN(CC(=O)Nc1cc(C)nn1-c1nc(C)cc(C)n1)Cc1ccccc1,5%,i,0.8,-15%,i,9,-0.2%,11%,-5.3%,1.0,75,-12%
CC[N+](CC)(CC#Cc1ccccc1)CC#Cc1ccccc1,-6%,u,x,9%,i,35,-0.1%,-10%,-0.2%,0.9,52,18%
COc1ccc(C)cc1NC(=O)CSc1nnc(CC(=O)Nc2cccc(C(F)(F)F)c2)n1C,19%,i,5.5,12%,i,37,-0.2%,-22%,-1.1%,3.7,75,2%

# 3 records drawn at random from the list so far, as already listed:
SMILES,HEK293 NOD2/NF-kB,Myeloid diff MLP,Myeloid diff MLP GFP+ MAC1+ %,GPR55 LPI antagonism,T cell HTS,T cell HTS vesicle-bound %,GPR55 activation,NOD1 NF-kB reporter,KOR beta-arrestin-1,NTR1 ag,NTR1 ag cell count 20 µM,KOR beta-arrestin-2
Cc1ccc(S(=O)(=O)N/N=C\c2ccc(Cl)c([N+](=O)[O-])c2)cc1,12%,i,5.5,6%,i,35,0.9%,-2%,-1.7%,0.5,50,-24%
Cc1ccc(C(=O)Oc2coc(CSc3nnc(NC(=O)c4cccs4)s3)cc2=O)cc1C,18%,i,0.5,3%,i,46,-0.2%,0%,-0.4%,0.9,43,-52%
COc1ccc(C)cc1NC(=O)CSc1nnc(CC(=O)Nc2cccc(C(F)(F)F)c2)n1C,19%,i,5.5,12%,i,37,-0.2%,-22%,-1.1%,3.7,75,2%

# Continuation.
SMILES,HEK293 NOD2/NF-kB,Myeloid diff MLP,Myeloid diff MLP GFP+ MAC1+ %,GPR55 LPI antagonism,T cell HTS,T cell HTS vesicle-bound %,GPR55 activation,NOD1 NF-kB reporter,KOR beta-arrestin-1,NTR1 ag,NTR1 ag cell count 20 µM,KOR beta-arrestin-2
COc1cccc(C(=O)OCC(=O)Nc2cc(C)c(C)cc2[N+](=O)[O-])c1,23%,i,0.2,12%,i,61,0.0%,13%,-3.5%,-1.3,70,18%
NC(=O)c1sc2nc3c(c(-c4ccco4)c2c1N)CCC3,20%,i,5.1,-10%,i,65,-0.1%,87%,1.5%,5.9,45,-26%
COCCN1C(=O)C(=O)/C(=C(/O)c2ccc(C)cc2)C1c1ccccn1 (configuration not stated),12%,i,0.2,8%,i,33,-0.3%,-35%,5.7%,1.3,37,15%
O=[N+]([O-])c1ccc(S(=O)(=O)Nc2nc3ccccc3nc2Nc2ccccc2)cc1,10%,i,0.0,3%,i,40,-0.4%,-24%,-0.5%,0.5,47,10%
CC1CCCCC1NC(=O)CN(C)S(=O)(=O)c1cccc2nsnc12 (configuration not stated),-7%,i,0.5,-4%,i,32,-0.4%,-7%,0.4%,-0.4,56,19%
COc1ccc(/C=N/NC(=O)CN2CCN(Cc3ccccc3)CC2)cc1Br,19%,i,0.2,5%,i,52,-0.1%,5%,3.7%,-0.4,65,6%
COc1cccc(-c2nc(-c3ccccn3)no2)c1,-16%,x,x,-8%,i,15,-0.1%,65%*,-1.6%,2.2,88,11%
COc1ccc(C2C(C#N)=C(N)Oc3c2sc2nc(C)cc(C)c32)cc1 (configuration not stated),24%,i,0.9,10%,i,4,3.4µM*,56%,-4.5%,6.1,36,-42%
CN(C)/C=C/C1=CC(=O)CC(C)(C)C1,10%,i,0.2,0%,i,56,0.7%,-23%,-6.0%,-0.8,30,12%
COc1ccc(-c2nnc(SCC(=O)Nc3cccc(Cl)c3)o2)cc1,-173%,i,2.1,9%,i,14,0.4%,-156%,6.6%,-1.7,92,-166%
COc1ccc(CNC(=O)C2CCCN(S(=O)(=O)c3c(C)n[nH]c3C)C2)cc1 (configuration not stated),-29%,i,4.7,-12%,i,40,0.0%,-18%,-4.9%,0.4,41,9%

# Source: PubChem (several laboratories)
